CXCR6 inh – CXCR6 (human) receptor inhibition; O00574; CHO-K1 PathHunter CXCR6 beta-arrestin, luminescence; inhibition, % at 20 µM; 360,000 tested, 0.36% active; AID 602244; in the data active = inhibition above about 34%, passing the limit was not always enough;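 note: antagonist mode with CXCL16 agonist at 10 nM final; 0% = 10 nM CXCL16 with DMSO and 100% = unstimulated wells without agonist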
UBC13 polyUb – human UBC13 polyubiquitination inhibition; P61088; UBC13 polyubiquitin chain formation, TR-FRET; inhibition, % at 20 µM; 330,000 tested, 0.47% active; in the data active = inhibition above about 45%, passing the limit was not always enough
Target sequence (P61088 whole entry, looked up): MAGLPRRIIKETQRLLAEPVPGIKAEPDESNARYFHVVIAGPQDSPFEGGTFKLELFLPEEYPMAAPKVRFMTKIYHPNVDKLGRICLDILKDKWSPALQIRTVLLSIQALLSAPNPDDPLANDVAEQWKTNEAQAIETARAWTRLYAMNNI
APJ antagonist – APJ receptor antagonism; P35414; AID 2521; inhibition, % at 20 µM; 330,000 tested, 0.32% active; CHO-K1 APJ beta-arrestin complementation, luminescence;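 active = inhibition above about 40% at 20 µM, limit read from the data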;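 note: cells challenged with 10 nM apelin-13 agonist together with compound; plate controls were apelin-13 plus DMSO wells for no effect and DMSO wells lacking apelin-13 for full effect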
697 NFkB inh – inhibitors of the PMA/ionomycin-induced NF-kB reporter in 697 B cells | 697 B-cell NF-kB luciferase reporter, 16 h | inhibition, % at 4 µM | 330,000 tested, 0.33% active; in the data active = inhibition above about 35%
CCR6 antag – antagonists of human CCR6 receptor | CHO-K1 CCR6 PathHunter beta-arrestin, luminescence, CCL20-stimulated | inhibition, % at 20 µM | 340,000 tested, 0.49% active;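 active = compounds whose inhibition of the agonist-driven luminescence signal at 20 µM reaches about 50%, limit read from the data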;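 note: cells stimulated with CCL20 at 14 nM final; plate controls were DMSO with CCL20 for no effect and DMSO without agonist for full effect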
Target sequence (P51684 whole entry, looked up): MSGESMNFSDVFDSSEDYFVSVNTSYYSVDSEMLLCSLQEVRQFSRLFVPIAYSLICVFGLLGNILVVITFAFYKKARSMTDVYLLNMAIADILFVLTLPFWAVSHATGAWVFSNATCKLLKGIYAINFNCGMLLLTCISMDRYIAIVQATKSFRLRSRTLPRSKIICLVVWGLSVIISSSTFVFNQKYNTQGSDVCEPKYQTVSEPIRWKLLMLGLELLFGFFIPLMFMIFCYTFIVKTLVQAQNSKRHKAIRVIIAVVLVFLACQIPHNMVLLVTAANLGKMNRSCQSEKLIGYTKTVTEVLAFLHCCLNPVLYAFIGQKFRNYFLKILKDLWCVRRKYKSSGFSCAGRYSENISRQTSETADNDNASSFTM
Jurkat NFkB inh – inhibitors of the PMA/ionomycin-induced NF-kB reporter in Jurkat cells | PMA/ionomycin-induced NF-kB luciferase reporter, luminescence | inhibition, % at 4 µM | 330,000 tested, 0.53% active | AID 435003; in the data active = inhibition above about 50%
Gli-Sufu antag – antagonists of Gli-Sufu signaling; Sufu-KO-LIGHT fibroblasts, Gli luciferase reporter luminescence; inhibition, % at 5 µM; 340,000 tested, 0.74% active; AID 588413;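 active = inhibition above about 55%, limit read from the data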;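 note: 0% = DMSO-treated cells and 100% = wells with medium but no cells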
EBI2 block – EBI2 (human) antagonism. EBI2 beta-arrestin recruitment, luminescence, 7a,25-OHC stimulated. inhibition, % at 5 µM. 360,000 tested, 0.81% active. AID 651636; in the data active = inhibition above about 38%;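 note: enzyme fragment complementation signal reports receptor beta-arrestin coupling in cells; 0% = agonist plus DMSO wells and 100% = wells without agonist; some results beyond the cut were filed as inactive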
Target sequence (P32249 whole entry, looked up, the tested form may be a part): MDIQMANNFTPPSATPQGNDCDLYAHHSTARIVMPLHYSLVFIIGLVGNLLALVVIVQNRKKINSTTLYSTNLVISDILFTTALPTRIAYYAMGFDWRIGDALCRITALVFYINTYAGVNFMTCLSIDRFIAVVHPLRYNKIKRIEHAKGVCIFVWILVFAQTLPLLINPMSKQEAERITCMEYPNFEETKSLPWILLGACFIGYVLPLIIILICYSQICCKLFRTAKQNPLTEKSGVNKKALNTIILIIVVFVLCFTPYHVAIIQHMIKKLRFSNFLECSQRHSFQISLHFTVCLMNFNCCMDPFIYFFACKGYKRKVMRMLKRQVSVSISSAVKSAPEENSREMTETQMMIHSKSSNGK
Numbers without * were called inactive; / = not tested or not shown; & = joins results of further samples. Rows were taken by chance; about 3% have a hit in one of these screens.

Compound	CXCR6 inh	UBC13 polyUb	APJ antagonist	697 NFkB inh	CCR6 antag	Jurkat NFkB inh	Gli-Sufu antag	EBI2 block
COc1cc(C(=O)Nc2cccc(-c3nc4ccccc4o3)c2C)cc(OC)c1OC	0.8	/	/	/	1.2	/	1.9	21.3
O=C(NC(=S)Nc1ccc(N2CCOCC2)cc1)c1cccc(Cl)c1Cl	23.1	-0.6	-22.5	-23.4	28.7	-18.3	6.5	16.4
COc1ccc(C(=O)NCCS(=O)(=O)N2CCOCC2)cc1	-4.5	4.8	10.8	-5.5	1.2	11.4	-0.6	-6.0
CC(=O)Nc1ccc(S(=O)(=O)N2CCCC2)cc1	-4.4	-0.7	0.8	5.5	8.3	-7.3	-0.6	-4.4
CN(Cc1nc(-c2ccc(Cl)cc2)no1)C(=O)CCN1C(=O)[C@H]2CC=CC[C@H]2C1=O	-0.4	0.8	11.9	-18.4	11.8	0.9	0.8	0.9
COc1ccc(-c2nnc(SCC(=O)c3[nH]c(C)c(C(C)=O)c3C)o2)cc1	-10.1	-11.1	5.9	-48.6	5.7	4.2	38.4	-3.5
CCOc1ccccc1NC(=O)CC(O)(C(F)(F)F)C(F)(F)F	-8.4	-10.2	0.8	-1.8	-8.4	-9.6	1.0	9.6
C[C@@H]1C2CC(C/C2=N\NC(=O)c2ccncc2)C1(C)C (some centres undefined)	-9.6	-2.2	0.2	-13.7	-0.5	-7.0	-13.4	1.1
COc1ccc(OC)c(NC(=O)N2CCc3ccccc3C2)c1	8.6	3.7	17.9	11.9	-4.4	8.9	-8.8	4.2
CCOC(=O)c1sc(NC(=O)c2ccc(S(=O)(=O)N(CC)CC)cc2)nc1C	3.8	6.5	10.4	-8.2	17.3	-3.0	4.9	10.2
COc1ccc(-c2cc(C(F)(F)F)nc(N3CCN(C)CC3)n2)cc1	-10.0	23.5	-16.0	10.0	8.0	0.9	7.0	-37.1
O=C(c1c(Cl)cccc1Cl)N1CCN(c2cccc3[nH]ccc23)CC1	2.7	-2.1	-0.7	12.8	2.2	-0.9	4.7	-6.6
Cn1c(SCC(=O)NNC(=O)c2ccc(Cl)cc2)nnc1-c1cccnc1	-5.6	-8.9	17.6	-4.8	3.0	6.4	-0.8	10.8
O=C1NC2(CCCC2)C(=O)N1CCS(=O)(=O)Oc1ccccc1	-3.7	-1.5	-6.7	17.2	5.3	-0.1	-3.3	0.7
COc1ccc(OCc2cc(C(=O)NC3CCc4ccccc43)no2)c(Cl)c1 (centres undefined)	1.2	1.9	16.7	16.4	15.6	7.9	7.0	10.9

The list goes on; the last 5 above are carried over.
Compound	CXCR6 inh	UBC13 polyUb	APJ antagonist	697 NFkB inh	CCR6 antag	Jurkat NFkB inh	Gli-Sufu antag	EBI2 block
COc1ccc(-c2cc(C(F)(F)F)nc(N3CCN(C)CC3)n2)cc1	-10.0	23.5	-16.0	10.0	8.0	0.9	7.0	-37.1
O=C(c1c(Cl)cccc1Cl)N1CCN(c2cccc3[nH]ccc23)CC1	2.7	-2.1	-0.7	12.8	2.2	-0.9	4.7	-6.6
Cn1c(SCC(=O)NNC(=O)c2ccc(Cl)cc2)nnc1-c1cccnc1	-5.6	-8.9	17.6	-4.8	3.0	6.4	-0.8	10.8
O=C1NC2(CCCC2)C(=O)N1CCS(=O)(=O)Oc1ccccc1	-3.7	-1.5	-6.7	17.2	5.3	-0.1	-3.3	0.7
COc1ccc(OCc2cc(C(=O)NC3CCc4ccccc43)no2)c(Cl)c1 (centres undefined)	1.2	1.9	16.7	16.4	15.6	7.9	7.0	10.9
Cc1ccc2nc(-c3ccccc3)cc(C(=O)O)c2c1	-0.5	-2.1	13.5	2.7	3.9	0.5	-3.0	-5.3
O=c1[nH]c(=O)n(C2OC(CO)C(O)C2O)cc1N1CCOCC1 (centres undefined)	-1.3	/	/	/	-2.1	/	7.3	-8.2
C=C1SC(=Nc2ccccc2Cl)N(C(=O)c2sc3ccccc3c2Cl)C1(C)C	3.3	-1.2	11.2	-29.9	0.7	-19.2	24.2	22.2
CCOc1ccc2nc(NC(=O)Cn3c(C)csc3=O)sc2c1	-5.6	6.7	4.8	6.2	9.4	4.9	-31.3	4.0
NS(=O)(=O)c1ccc(CCNC(=O)CCC(=O)c2cccs2)cc1	-5.4	-10.1	1.2	23.2	-15.3	1.4	-0.6	0.1
O=C(C1=C(O)C(=O)N(CC2CCCO2)C1c1cccc(O)c1)c1ccco1 (centres undefined)	-1.4	-1.0	8.0	9.3	-2.6	4.8	-3.1	-17.5
COCCN(C(=O)CC(C)(C)C)c1nnc(-c2cccnc2)s1	-0.6	-1.4	23.3	9.8	-16.7	0.0	-1.4	-0.1
COc1ccc2c(C=Nc3c(C)n(C)n(-c4ccccc4)c3=O)c(O)n(Cc3ccco3)c(=O)c2c1	12.9&18.4	-20.1	15.1	8.1	37.3&17.2	-8.0	26.2&14.6	0.0&25.7
CN(CCCC(=O)NCc1ccccc1)S(=O)(=O)c1ccc([N+](=O)[O-])cc1	-13.1	-8.4	-41.2	11.2	-0.3	6.8	3.4	-4.5
COc1ccc(N(CC(=O)N/N=C/c2cc(OC)ccc2OC)S(=O)(=O)c2ccccc2)cc1	-1.2	9.5	-6.8	-6.6	13.1	7.1	2.6	16.3
Cc1cc(Cl)c(S(=O)(=O)Nc2ccccn2)cc1OCC(N)=O	-9.5	4.3	-2.6	-2.1	18.6	-1.5	1.2	-4.5
Cc1ccc(NC(=O)NCCCN2CCCC2=O)cc1Cl	0.1	4.2	25.1	-9.0	4.6	-5.8	-20.1	-18.6
CS(=O)(=O)c1ccc(Cl)c(NC(=O)c2cc(=O)[nH]c3ccc(S(=O)(=O)N4CCOCC4)cc23)c1	-6.9	-1.1	-22.5	9.7	1.8	-7.6	1.7	-6.7
COc1ccc(/C=N/Nc2nc(N3CCCC3)nc(N3CCCC3)n2)cc1O	-3.1	-17.6	-8.0	-58.3	-6.7	-67.6	9.6	9.7
CN(C)CCn1c(NCc2ccc3c(c2)OCO3)nc2ccccc21	10.6	-3.8	-7.2	-11.1	3.5	5.1	14.9	-15.5
CCC(CC)NC(=O)COC(=O)CCC(=O)c1ccc(Cl)cc1	7.3	-0.2	5.2	-10.9	12.9	10.8	-12.7	1.2
COc1ccc(NC(=O)CC2C(=O)N(C)C(=S)N2Cc2cccs2)cc1 (centres undefined)	-20.6	-8.6	-6.9	-34.2	14.8	4.3	-4.7	-8.8
CC(=O)c1cc(F)c(N2CCN(C(=O)c3ccco3)CC2)cc1C	-16.4	-3.9	-13.5	-9.9	-10.3	-9.3	-5.9	-9.2
O=C1NC(c2cccs2)Nc2ccccc21 (centres undefined)	-7.7	8.6	17.8	-2.8	-8.9	0.4	4.4	-4.4
Cc1ccccc1NS(=O)(=O)c1ccc(C(=O)NCC(c2ccco2)N(C)C)cc1 (centres undefined)	5.6	-0.2	10.8	-12.6	-8.5	6.6	3.8	2.0
Nc1ccc(S(=O)(=O)N2CCOCCOCCOCCOCCOCC2)cc1	-1.7	-5.5	14.9	11.1	6.6	-11.6	29.4	-13.2
COC(=O)c1sc(NC(=O)COc2c(C)cccc2C)nc1C	-5.5	-7.5	7.5	18.9	17.9	7.5	9.6	-0.3
CCOC(=O)c1cc(-c2ccccc2)sc1NC(=O)CN1C(=O)c2ccccc2C1=O	6.8	-3.9	2.9	17.8	-7.8	-4.2	3.5	29.0
COc1cc(C(C)=O)ccc1OCC(=O)NCC(c1ccc(F)cc1)N1CCOCC1 (centres undefined)	5.8	13.2	3.7	10.5	11.3	9.4	-0.3	-1.7
CCOC(=O)N1CCC(Nc2c(NCCN3CCN(Cc4ccccc4)CC3)c(=O)c2=O)CC1	-4.4	11.9	14.5	22.9	-4.7	6.3	6.6	2.8
Cn1c(SCC(=O)N/N=C/c2ccccn2)nnc1-c1ccccc1	11.3	-4.9	5.3	-8.7	4.4	2.7	-9.5	-1.6
Cc1cccc(C(=O)N2CCN(c3ccc(N4CCOCC4)nn3)CC2)c1	0.3	28.5	-0.5	5.0	1.1	-0.7	7.7	-6.8
COc1ccc(CCn2cnc3c([nH]c4ccccc43)c2=O)cc1	5.8	-0.1	5.8	20.0	1.2	-3.2	-12.4	2.1
COc1ccc(OC)c(/C=C(\NC(=O)c2ccccc2)C(=O)N/N=C/c2ccc(C)s2)c1	7.8	-4.5	2.3	20.6	13.4	5.1	5.7	18.8
COc1ccc(N=C2NN=C(c3ccc4c(c3)OCCO4)CS2)cc1	-4.7	0.1	-10.2	8.2	26.2	-13.3	-4.3	2.1

Profiles from above:
Shown for Cc1cccc(C(=O)N2CCN(c3ccc(N4CCOCC4)nn3)CC2)c1 = CXCR6 inh = 0.3; UBC13 polyUb = 28.5; APJ antagonist = -0.5; 697 NFkB inh = 5.0; CCR6 antag = 1.1; Jurkat NFkB inh = -0.7; Gli-Sufu antag = 7.7; EBI2 block = -6.8
Shown for CN(CCCC(=O)NCc1ccccc1)S(=O)(=O)c1ccc([N+](=O)[O-])cc1 = CXCR6 inh = -13.1; UBC13 polyUb = -8.4; APJ antagonist = -41.2; 697 NFkB inh = 11.2; CCR6 antag = -0.3; Jurkat NFkB inh = 6.8; Gli-Sufu antag = 3.4; EBI2 block = -4.5

The list goes on:
Compound	CXCR6 inh	UBC13 polyUb	APJ antagonist	697 NFkB inh	CCR6 antag	Jurkat NFkB inh	Gli-Sufu antag	EBI2 block
O=S(=O)(c1ccc(Cl)cc1)N1CCN(Cc2ccc(O)c3ncccc23)CC1	-2.0	-25.7	0.0	-4.3	-13.0	9.7	8.0	26.8
O=C1CC(SC(=Nc2ccccc2)Nc2ccccc2)C(=O)N1c1cccc2ccccc12 (centres undefined)	8.0	4.7	-0.7	17.5	-10.3	-3.8	-2.6	5.8
COC(=O)c1ccc(/C=C/c2c(-c3ccsc3)sc3ccccc23)cc1	-13.2	-17.6	-2.5	6.6	10.4	-18.5	-1.7	0.5
CC(=O)c1sc(NC(=O)COc2ccc(Br)cc2)nc1C	4.5	1.9	17.5	11.0	6.1	-4.2	19.3	23.2
Cc1coc2c(C)c3oc(=O)c(CCC(=O)NCCC(=O)O)c(C)c3cc12	4.2	3.8	10.1	20.9	6.2	-10.7	13.8	2.0
O=C1OC(c2ccccc2)C2(CCCC2)C(=O)C12CCCC2 (centres undefined)	5.9	-6.9	-20.0	-53.9	3.3	-15.2	5.1	-3.2
CC1CN(CCn2cnc3c(N)ncnc32)CC(C)O1 (centres undefined)	-13.5	1.3	-15.7	-12.6	1.7	7.0	5.3	-9.1
COC(=O)c1ccc(C)c(NC(=O)CSc2sc3c(O)cc(=O)[nH]c3c2C#N)c1	9.7	-12.0	6.8	6.3	14.4	11.0	-14.2	1.4
O=C(O)CCCc1ccc2ccc3cccc4ccc1c2c34	0.5	12.9	11.6	0.3	-6.9	8.4	6.6	15.5
CC(=O)c1cccc(S(=O)(=O)N2CCC(C(=O)O)CC2)c1	-0.9	0.9	-9.4	9.0	10.5	6.0	-0.7	-2.8
CSc1nc(SCC(=O)NCc2ccco2)c2c3c(sc2n1)CN(C)CC3	-5.6	10.5	-5.9	22.2	-1.2	6.6	19.1	-17.6
Cc1ccc(S(=O)(=O)Nc2ccncc2)c(C)c1N(C)S(=O)(=O)c1ccc(F)cc1	-8.7	9.1	-9.8	18.9	-23.6	-5.3	0.3	-6.2
Cc1cc(NS(=O)(=O)c2cn(C)nc2C)no1	-4.4	-3.7	-5.7	4.1	-2.2	8.4	-2.8	-2.7
COCCNC(=O)C(c1ccccc1)N(C(=O)Cn1nnc2ccccc21)c1cccnc1 (centres undefined)	4.0	-2.8	12.6	14.9	3.0	7.9	2.0	4.1
CS(=O)(=O)N1CCCC(C(=O)Nc2ccc(F)cc2)C1 (centres undefined)	9.1	-9.2	4.4	-23.8	2.9	2.5	2.0	-9.1
CN1CCN(NC(=O)c2ccc(S(=O)(=O)N3CC4(C)CC3CC(C)(C)C4)cc2)CC1 (centres undefined)	-1.3	2.6	9.5	-0.9	-1.4	0.6	4.6	-0.6

Compound activity from PubChem BioAssay.
